# Screening data (PubChem)
# CXCR6 block – blocks human CXCR6 beta-arrestin recruitment; O00574; CHO-K1 PathHunter CXCR6 beta-arrestin, luminescence; inhibition, % at 20 µM; 360,000 compounds, 0.36% hits; in the data active = inhibition above about 34%, passing the limit was not always enough;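 also: antagonist mode with CXCL16 agonist at 10 nM final; 0% = 10 nM CXCL16 with DMSO and 100% = unstimulated wells without agonist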
# Target sequence (O00574 whole entry, looked up): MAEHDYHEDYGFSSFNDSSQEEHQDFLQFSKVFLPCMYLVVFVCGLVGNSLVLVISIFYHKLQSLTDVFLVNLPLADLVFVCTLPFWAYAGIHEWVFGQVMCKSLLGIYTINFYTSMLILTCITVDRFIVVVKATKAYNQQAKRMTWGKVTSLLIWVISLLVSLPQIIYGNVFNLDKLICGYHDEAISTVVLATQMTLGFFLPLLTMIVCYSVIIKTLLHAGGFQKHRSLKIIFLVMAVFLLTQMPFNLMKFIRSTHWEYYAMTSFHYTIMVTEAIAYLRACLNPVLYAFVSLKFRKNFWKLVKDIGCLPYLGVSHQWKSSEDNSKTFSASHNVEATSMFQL
# EBI2 antag – blocks human EBI2 receptor beta-arrestin signaling | P32249 | EBI2 beta-arrestin recruitment, luminescence, 7a,25-OHC stimulated | inhibition, % at 5 µM | 360,000 compounds, 0.81% hits | AID 651636; in the data active = inhibition above about 38%;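 also: enzyme fragment complementation signal reports receptor beta-arrestin coupling in cells; 0% = agonist plus DMSO wells and 100% = wells without agonist; some results beyond the cut were filed as inactive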
# Target sequence (P32249 whole entry, looked up, the tested form may be a part): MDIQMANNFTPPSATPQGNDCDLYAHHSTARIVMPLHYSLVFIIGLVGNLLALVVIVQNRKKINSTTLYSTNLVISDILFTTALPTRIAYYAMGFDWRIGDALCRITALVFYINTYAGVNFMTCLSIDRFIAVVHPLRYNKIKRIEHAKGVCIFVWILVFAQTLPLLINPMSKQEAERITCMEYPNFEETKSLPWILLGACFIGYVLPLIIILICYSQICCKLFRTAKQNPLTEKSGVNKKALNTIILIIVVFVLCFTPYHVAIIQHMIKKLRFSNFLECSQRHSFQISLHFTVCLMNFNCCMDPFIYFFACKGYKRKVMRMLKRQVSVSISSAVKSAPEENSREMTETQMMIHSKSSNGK
# An asterisk follows results filed as active.
SMILES,CXCR6 block,EBI2 antag
CCOc1ccc(NC(=O)CSc2nc3cc(C(=O)NCC4CCCO4)ccc3c(=O)n2CC2CCCO2)cc1 (stereo not given),-3,0
CCNC(=O)C1(C)CCN(C(=O)c2ccc(C#N)cc2)C1 (stereo not given),4,-6
CC1=C(C(=O)N(C(C)C)C(C)C)CC(CC(=O)NC2CC2)C(=O)N1Cc1ccc(F)cc1 (stereo not given),5,0
OC[C@@H]1CN(Cc2ccco2)C[C@H](n2cnc3c(NC4CCC4)ncnc32)O1,-3,-14
CN(C)CCNC(=O)c1cccc(-c2cccc3nncn23)c1,4,-7
CCc1nc2ccc(C(=O)NCCOc3ccc(OC)cc3)cn2c1N(C)C(=O)COc1ccccc1,-3,53*
C#CCN(C[C@@H]1[C@@H](OC(=O)NCc2ccco2)[C@@H](OC(=O)NCc2ccco2)Cn2c(=O)ccc(=O)n21)S(=O)(=O)c1ccc(C)cc1,-1,5
C[C@@H](NC(=O)[C@@H]1CCCN1C(=O)[C@@H]1CCCN1C(=O)c1cccc(Cl)c1)c1ccccc1,-7,-9
Cc1cc(=O)[nH]c2nc3ccccc3n12,-5,4
O=C(c1ccco1)N1CCN(C2CN(Cc3cn(Cc4ccccc4C(F)(F)F)nn3)S(=O)(=O)C2)CC1 (stereo not given),-9,-9
O=C(NC(=S)Nc1ccc([N+](=O)[O-])cc1)c1ccco1,42*,9
CCc1cccc(NC(=O)COC(=O)c2c(-c3ccccc3)noc2C)c1,4,-4
O=S1(=O)C[C@H](N2CCN(CCO)CC2)[C@@H](COCc2ccccc2)N1,-2,0
Clc1ccc(N2O[C@H]3C=C[C@@H]2C3)nc1,-7,-8
Cc1ccc([C@@H]2C[C@H]3[C@@H](CN2S(=O)(=O)c2ccc(Cl)cc2)C(=O)C[C@@H](c2cccc(Cl)c2)N3S(=O)(=O)c2ccc(C)cc2)cc1,4,11
COc1cc(Cl)ccc1OC1(C)CCN(Cc2ccc(SC)cc2)C1 (stereo not given),-4,2
CC(O)(c1cccc(F)c1)c1nc(-c2ccoc2)cs1 (stereo not given),-2,-1
Cn1c(=O)c2cc(NC(=O)Nc3cccnc3)ccc2n1-c1ccc(C(C)(C)C)cc1,-3,16
CCCCn1nnnc1C(c1cccc(OC)c1OC)N1CCN(C/C=C/c2ccccc2)CC1 (stereo not given),12,25
CN(Cc1ccccc1)C(=O)Cn1nnc(-c2ccccc2)c1COc1ccccc1,2,7
COc1ccc2c(CN3CCCC3)cc(=O)oc2c1,8,-3
CCOc1ccc(S(=O)(=O)N2CCCCC2)cc1NC(=O)Cc1cc(OC)c(OC)c(OC)c1,0,0
O=C(NCc1ccccc1)c1cc(C2COCCN2C(=O)C2CC2)on1 (stereo not given),-1,-2
CCC(c1nnnn1-c1c(C)cccc1C)N1CCN(c2ccccn2)CC1 (stereo not given),1,9
Clc1cc(Cl)cc(Nc2ccccc2CN(C/C=C/c2ccc3c(c2)OCO3)Cc2ccccc2)c1,9,-20
# Later entries
SMILES,CXCR6 block,EBI2 antag
CCn1cc(/C=C(\NC(=O)c2ccccc2OC)C(=O)N2CCOCC2)c2ccccc21,3,-2
CC(=O)Nc1ccc(C(=O)N2CCOCC2c2cc(C(=O)NCc3ccccc3)no2)cc1 (stereo not given),5,-3
COC(=O)c1ccc2nc(-c3ccc(C#N)cc3)c(Cc3cccc(Cl)c3)n2c1,10,30
CCCCNC(=O)c1ccc2nc(CC)c(N(C)Cc3cccs3)n2c1,-4,-4
CC1C(O)=C(c2ccccc2)P(=O)(Cc2ccccc2)C1C (stereo not given),-2,-4
Cc1ccn2c(Cc3ccccc3)c(-c3ccccc3)nc2c1,24,7
CN1CCC(N2CCN(C3CN(Cc4ccc(F)cc4)S(=O)(=O)C3)CC2)CC1 (stereo not given),-6,-6
Cn1ccc2c(N3c4ccccc4CCc4ccccc43)cc3c(c21)C1CCC3C1 (stereo not given),0,0
CC1=C(C(=O)N2CCCCCC2)CC(CC(=O)NCc2cccc3ccccc23)C(=O)N1CCC1=CCCCC1 (stereo not given),23,39
Cc1cccc(C)c1NC(=O)C(c1ccccc1OC(F)(F)F)N1CCN(C/C=C/c2ccccc2)CC1 (stereo not given),13,20
CCCCC(O)C1=C[N+](=O)CC=C1 (stereo not given),2,-5
OC(c1ccccc1)c1ncc(-c2ccc(C(F)(F)F)cc2)[nH]1 (stereo not given),-8,2
CNc1cc(-c2cc(OC)ccc2OC)ncn1,0,6
NC(c1csc(Nc2cc(NCc3ccco3)ncn2)n1)c1ccccc1Cl (stereo not given),1,12
CC(=O)c1ccc(Nc2nc(C(N)c3ccccc3)cs2)cc1 (stereo not given),1,6
O=C1Nc2ccccc2SC1=Cc1ccccc1,14,-2
COc1ccc(Cn2cc(CN3CCOCC3)nn2)cc1,0,-10
Cc1cc(O)cc(O)c1/C=N/NC(=O)c1ccc2c(c1)OCCO2,3,5
Cc1cc(C(O)c2ncc(-c3ccc(Oc4ccccc4)cc3)[nH]2)ccc1F (stereo not given),-3,11
CC1(Cc2cccc(C(F)(F)F)c2)C(=O)Nc2c(Cl)cccc21 (stereo not given),4,34
CC1(C(=O)Nc2cccc(C(F)(F)F)c2)Cc2c(-c3cccc(C(F)(F)F)c3)ccnc2O1 (stereo not given),5,6
CCCCN1C[C@H](CSC)[C@@H](CC(=O)NC)C1=O,-8,4
CC1C(=O)N(Cc2cn(Cc3ccco3)nn2)CCS(=O)(=O)N1Cc1ccc(-c2cccnc2)cc1 (stereo not given),0,0
COc1ccc(OCC(=O)N2CCCC(Nc3ccc(C)c(C)c3)C2)cc1 (stereo not given),-1,21
Cc1ccccc1-c1csc(C(C)(O)c2cccnc2)n1 (stereo not given),0,-4

# Some of the entries so far, with the structure last:
CXCR6 block,EBI2 antag,Molecule
3,-2,CCn1cc(/C=C(\NC(=O)c2ccccc2OC)C(=O)N2CCOCC2)c2ccccc21
5,-3,CC(=O)Nc1ccc(C(=O)N2CCOCC2c2cc(C(=O)NCc3ccccc3)no2)cc1 (stereo not given)
10,30,COC(=O)c1ccc2nc(-c3ccc(C#N)cc3)c(Cc3cccc(Cl)c3)n2c1
-4,-4,CCCCNC(=O)c1ccc2nc(CC)c(N(C)Cc3cccs3)n2c1
-2,-4,CC1C(O)=C(c2ccccc2)P(=O)(Cc2ccccc2)C1C (stereo not given)
24,7,Cc1ccn2c(Cc3ccccc3)c(-c3ccccc3)nc2c1
-6,-6,CN1CCC(N2CCN(C3CN(Cc4ccc(F)cc4)S(=O)(=O)C3)CC2)CC1 (stereo not given)
0,0,Cn1ccc2c(N3c4ccccc4CCc4ccccc43)cc3c(c21)C1CCC3C1 (stereo not given)
23,39,CC1=C(C(=O)N2CCCCCC2)CC(CC(=O)NCc2cccc3ccccc23)C(=O)N1CCC1=CCCCC1 (stereo not given)
13,20,Cc1cccc(C)c1NC(=O)C(c1ccccc1OC(F)(F)F)N1CCN(C/C=C/c2ccccc2)CC1 (stereo not given)
2,-5,CCCCC(O)C1=C[N+](=O)CC=C1 (stereo not given)
-8,2,OC(c1ccccc1)c1ncc(-c2ccc(C(F)(F)F)cc2)[nH]1 (stereo not given)
0,6,CNc1cc(-c2cc(OC)ccc2OC)ncn1
1,12,NC(c1csc(Nc2cc(NCc3ccco3)ncn2)n1)c1ccccc1Cl (stereo not given)
1,6,CC(=O)c1ccc(Nc2nc(C(N)c3ccccc3)cs2)cc1 (stereo not given)
14,-2,O=C1Nc2ccccc2SC1=Cc1ccccc1
0,-10,COc1ccc(Cn2cc(CN3CCOCC3)nn2)cc1

# The list goes on:
SMILES,CXCR6 block,EBI2 antag
CC(C)[C@@H](N)C(=O)NC[C@H]1O[C@@H](n2cnc3c(=O)[nH]c(N)nc32)[C@H](O)[C@@H]1O,-9,3
CCc1nc2c(OCC(=O)C(C)(C)C)cccn2c1N(C)C(=O)c1ccc(C)cc1,1,7
COc1ccc(C(O)c2nc(-c3cnn(C)c3)cs2)cc1 (stereo not given),-11,5
O=C(NCc1cccc(C(F)(F)F)c1)c1csc([C@H]2C[C@H](O)[C@@H](CO)O2)n1,-1,4
NC(=O)C1CCN(CC(=O)Nc2ccc3c(c2)OCO3)CC1,9,-5
CCCCNC(=O)C1(C)CCC(=O)N1C1CC1 (stereo not given),3,-9
OC[C@H]1O[C@@H](c2nc(-c3ccc(Br)cc3)no2)C[C@@H]1O,0,-10
CC(NC(=O)C1CCN(CCOc2ccc(Cl)cc2)CC1)c1cccc2ccccc12 (stereo not given),-15,18
O=C(NCc1ccc(Cl)cc1Cl)Nc1nc([C@@H]2O[C@H](CO)[C@@H](O)[C@H](O)[C@H]2O)cs1,-2,-1
Cc1cccc(NC(=O)c2nc[nH]c2C(=O)Nc2ccccc2F)c1,9,-70
COCCNc1ncnc2c1ncn2[C@H]1CN(Cc2ccncc2)C[C@@H](CO)O1,-8,-13
CC1(C(=O)Nc2ccc3nc[nH]c3c2)CCN1C(=O)C1(c2ccccc2)CC1 (stereo not given),0,2
CCCCCC(=O)N1C[C@@H](n2cc(COC(=O)c3ccccc3)nn2)[C@H](O)C[C@@H]1c1ccc(OC)cc1,2,13
O=C(Nc1ccccc1Cl)c1cc(C2CCCN(C(=O)OCCF)C2)on1 (stereo not given),1,-1
Clc1cccc(Cc2c(-c3ccccc3)nc3c4ccccc4ccn23)c1,4,-1
COc1cc(C(O)c2nc(-c3cccc4cccnc34)cs2)ccc1F (stereo not given),-4,-13
Cc1c(C(=O)NCC2CC2)sc(=O)n1Cc1cccc(F)c1,1,-4
CC(=O)OCC(C)n1c(=O)c2ccccc2n1C(C)=O (stereo not given),-5,1
CCc1nc2ccc(C(=O)NCCc3ccccn3)cn2c1N(C)Cc1ccc(N(C)C)cc1,0,-1
COc1cccc(CN2CCN(C(=O)[C@H]3O[C@@H](n4cnc5c(N)ncnc54)[C@H](O)[C@@H]3O)CC2=O)c1,0,0
COC(=O)N(C)C[C@@H]1OCc2ccccc2-c2c(n(C)c3ccccc23)C(=O)N([C@H](C)CO)C[C@@H]1C,6,4
CCOC(=O)C1=CCN(S(=O)(=O)c2ccccc2Cl)C1c1ccc(Cl)c(Cl)c1 (stereo not given),3,22
CCc1ccc(OC2(C)CCN(Cc3ccc(SC)cc3)C2)cc1 (stereo not given),-10,10
CC1(C(=O)NS(=O)(=O)c2ccc(Cl)s2)CCN1C(=O)C1(c2ccc(Cl)cc2)CCC1 (stereo not given),1,-3
O=C(NC1CCCCC1)C(CCc1ccccc1)N1CCOCC1 (stereo not given),0,-2
# Next section:
SMILES,CXCR6 block,EBI2 antag
N#CCOc1ccccc1CNC[C@H]1O[C@@H](n2cnc3c(=O)[nH]c(N)nc32)[C@H](O)[C@@H]1O,-3,-7
CC(=O)NC(c1ccccc1)c1nc(-c2cc3ccccc3o2)cs1 (stereo not given),2,2
CCOC(=O)[C@]12CCC=C1N(Cc1ccc(Cl)cc1Cl)C(=O)[C@H](CC(=O)NCc1cccs1)C2,9,9
Cc1cc2oc(=O)cc(CN3CCCC3)c2cc1C,-6,-3
CCOC(=O)C1=CCN(S(=O)(=O)c2ccccc2Cl)C1c1ccc(C)cc1 (stereo not given),2,20
CC(=O)c1cccc(-c2ccnc3c2CC(C(=O)NCc2ccncc2)O3)c1 (stereo not given),-2,4
O=C(NCCc1ccccc1)c1ccc(-c2ccc(F)c(F)c2)c2ccoc12,9,7
O=C(NCCO)/C(=C\c1cccc([N+](=O)[O-])c1)NC(=O)c1cccs1,3,-1
O=C(NCc1ccccc1)c1cc(C2COCCN2C(=O)c2ccc3c(c2)CCO3)on1 (stereo not given),-1,-3
COc1ccc(C(=O)N2CCCCC2c2cc(C(=O)Nc3ccccc3)no2)cc1 (stereo not given),-12,-10
CC1=C(C(=O)N(C)C)CC(CC(=O)NC2CCCCC2)C(=O)N1CCCN1CCCC1=O (stereo not given),16,3
COc1cc2ccc(C=O)cc2cc1OC,1,-6
COc1ccc(NC(=O)C[C@H]2C(=O)N(C3CCCCC3)C[C@@H]2c2ccccc2)cc1,-4,0
CC(=O)NCCNc1nc(NCc2cccs2)nc2ccsc12,4,-10
COc1ccc(-c2csc(C(O)c3ccc(F)cc3)n2)cc1 (stereo not given),-13,8
Cc1cn([C@H]2C[C@H](O)[C@@H](/C=C/C(=O)NCCc3cccs3)O2)c(=O)[nH]c1=O,6,-5
COc1cccc(NC(=O)C2(C)CCN2C(=O)C2CCCCC2)c1 (stereo not given),-7,11
COc1ccc([C@H]2CN(c3ccccc3)C(=O)[C@@H]2CC(=O)Nc2ccccc2)cc1,10,7
NC(Cc1ccccc1)c1csc(Nc2ccc(C(=O)c3ccccc3)cc2)n1 (stereo not given),-11,-2
COCC(=O)N(C)C[C@@H]1Oc2ncc(Br)cc2C(=O)N([C@@H](C)CO)C[C@H]1C,1,-1
N#Cc1ccc2sn(-c3ccccc3)c(=O)c2c1,12,-4
CCCc1c(C(=O)N/N=C(\C)c2cccnc2)nnn1-c1nonc1N,7,1
C[C@H](NC(=O)c1ncn2c1c(=O)[nH]c1ccccc12)c1ccccc1,0,2
CCC(=O)N1CCCC(C)(C(=O)Nc2ccc3scnc3c2)C1 (stereo not given),-12,9
CCN(CC)C(=O)C1=C(C)N(Cc2ccc(C(C)(C)C)cc2)C(=O)C(CC(=O)NC2CC2)C1 (stereo not given),-4,-4
CCCc1nc2ccc(Cl)cn2c1Cc1ccc(C)cc1,7,0
Cc1ccc(-n2ncc(-c3n[nH]c(=S)o3)c2N)cc1C,11,-6
Cc1ccc(S(=O)(=O)N2CC3=C(C2)C2CC2(C)C3)cc1 (stereo not given),-15,0
COc1cccc(C(=O)N2CCC[C@H]2C(=O)N2CCC[C@H]2C(=O)N[C@@H](C)c2ccccc2)c1,-8,11

# The list is partial (hit frequency here may not be typical).
